LmPK inh: qHTS Assay for Inhibitors of Leishmania Mexicana Pyruvate Kinase (LmPK) | hit rate 0.37% among 290,000 | purified LmPK, Kinase-Glo ATP luminescence, 1 h | AID 1721, 2009 | Potency, µM (series often up to 57.5 µM), for the others: top-dose activity change, negative = inhibition, actives largely listed as inhibitors; note: potency is the fitted concentration of half-maximal effect
Target sequence (Q27686 whole entry, looked up): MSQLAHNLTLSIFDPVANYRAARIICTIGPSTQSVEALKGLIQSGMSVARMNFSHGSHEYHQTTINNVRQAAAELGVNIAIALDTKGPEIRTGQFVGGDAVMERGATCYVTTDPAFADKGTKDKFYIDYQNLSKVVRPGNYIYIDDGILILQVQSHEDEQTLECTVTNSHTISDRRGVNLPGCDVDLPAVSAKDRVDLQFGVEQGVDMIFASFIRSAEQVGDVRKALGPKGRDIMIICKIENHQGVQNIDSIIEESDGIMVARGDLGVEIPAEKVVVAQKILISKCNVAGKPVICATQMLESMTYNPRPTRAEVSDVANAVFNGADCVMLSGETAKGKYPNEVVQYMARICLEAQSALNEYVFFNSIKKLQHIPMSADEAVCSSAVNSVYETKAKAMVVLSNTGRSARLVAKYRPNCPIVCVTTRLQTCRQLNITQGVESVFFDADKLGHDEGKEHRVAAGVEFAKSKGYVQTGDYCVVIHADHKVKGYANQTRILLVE
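ATP generated from ADP (0.1 mM) and PEP (0.5 mM) by 0.1 nM LmPK over 1 h at room temperature (pH 7.2 imidazole buffer) was detected by coupled luciferase luminescence. Values were normalized to uninhibited and no-enzyme wells.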
Sm TGR inh: qHTS Assay for the Inhibitors of Schistosoma Mansoni Peroxiredoxins; Schistosoma mansoni thioredoxin glutathione reductase (TGR), Q962Y6; purified TGR, DTNB reduction, TNB absorbance 405 nm; Potency, µM (highest dose often 114 µM), for inactives: top-dose activity change, negative = inhibition, actives largely listed as inhibitors; hit rate 3% among 360,000; AID 485364, 2010; note: potency is the fitted concentration of half-maximal effect; nearly all actives have a fitted effect of over 60% in size
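First, TGR (20 nM dispensed) and NADPH were mixed with compound. Second, a 15 min room-temperature incubation followed. Third, further NADPH and then DTNB were added to start the reaction. Finally, TNB absorbance was monitored kinetically.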
TbPYK inhibitor: qHTS of Trypanosoma Brucei Inhibitors. hit rate 0.12% among 410,000. TbPYK enzyme, Kinase-Glo Plus ATP luminescence, 45 min. Potency, µM (doses to about 76.8 µM), for the others: top-dose activity, negative = inhibition, hits mostly inhibitors. AID 624173, 2012. pyruvate kinase (Trypanosoma brucei), Q57TT1; note: potency is the fitted concentration of half-maximal effect; nearly all actives have a fitted effect of over 50% in size
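Luminescent Kinase-Glo Plus end-point after 45 min room-temperature reaction of T. brucei pyruvate kinase started with 130 uM ADP (final). Buffer TEA 50 mM pH 7.2 with KCl, MgCl2, BSA, Tween-20; titration-based qHTS with fitted concentration-effect curves.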
AmpC detergent: qHTS Inhibitors of AmpC Beta-Lactamase (assay with detergent); P00811; AmpC hydrolysis of nitrocefin, absorbance 480 nm, 0.01% Triton; Potency, µM (series often up to 114 µM), for inactives: at the highest dose activity change, negative = inhibition, hits mostly inhibitors; hit rate 0.041% among 370,000;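 note: potency is the fitted concentration of half-maximal effect; 0% = no-compound wells and -100% = no-enzyme wells; nearly all actives have a fitted effect of over 25% in size; some results filed as inactive show a strong effect at the top dose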
Target sequence (P00811 whole entry, looked up): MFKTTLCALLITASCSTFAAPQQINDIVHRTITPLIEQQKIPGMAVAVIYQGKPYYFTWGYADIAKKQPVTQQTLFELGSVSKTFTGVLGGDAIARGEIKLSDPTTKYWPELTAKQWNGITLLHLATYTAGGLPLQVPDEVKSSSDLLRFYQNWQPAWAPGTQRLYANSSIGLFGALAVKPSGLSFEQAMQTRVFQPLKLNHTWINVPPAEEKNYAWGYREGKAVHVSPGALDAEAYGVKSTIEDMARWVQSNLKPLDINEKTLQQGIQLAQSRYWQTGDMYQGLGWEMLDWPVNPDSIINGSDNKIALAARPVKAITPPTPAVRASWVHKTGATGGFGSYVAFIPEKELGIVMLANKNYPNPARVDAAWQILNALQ
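AmpC (5.3 nM in the dispensed reagent) in 20 mM phosphate pH 7.0 with 0.01% (detergent screen) or 0.0001% Triton X-100 was preincubated with compounds for 15 min at room temperature. Nitrocefin was then added from an 800 uM solution, and hydrolysis was followed at 480 nm.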
AmpC inh no detg: qHTS Inhibitors of AmpC Beta-Lactamase (assay without detergent); AmpC nitrocefin hydrolysis, absorbance 480 nm, 0.0001% Triton; Potency, µM (titrated, usually from 57.1 µM), without a hit: at the highest dose activity change, negative = inhibition, most hits filed as inhibitors; hit rate 0.52% among 330,000; AID 485341, 2010;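 note: potency is the fitted concentration of half-maximal effect; plate controls were no compound for no effect and no enzyme for full effect; nearly all actives have a fitted effect of over 20% in size; some results filed as inactive show a strong effect at the top dose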
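20 mM phosphate pH 7.0 + 0.01% (detergent screen) or 0.0001% Triton X-100; 5.3 nM AmpC reagent; cpd preinc 15 min RT; nitrocefin (800 uM stock) to start; A480 q20 s × 4 min; Activity was normalised to no-enzyme and no-compound control wells.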
AMA1 RON2 block: qHTS for Inhibitors of AMA1-RON; Towards Development of Antimalarial Drug Lead: Primary Screen; hit rate 0.2% among 360,000; Plasmodium falciparum AMA1 (3D7) - RON2 peptide interaction; Potency, µM (titrated, usually from 58.2 µM), for inactives: top-dose activity change, negative = inhibition, usual class: inhibitors; AID 720542, 2013; AlphaScreen AMA1-biotinylated RON2 peptide binding;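 note: potency is the fitted concentration of half-maximal effect; 0% = vehicle wells and -100% = peptide control; nearly all actives have a fitted effect of over 45% in size; some results filed as inactive show a strong effect at the top dose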
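AMA1 (3D7) with his tag at 25 nM final met compounds first, then biotinylated RON2 peptide at 25 nM; detection used donor plus acceptor beads, 10 µg/mL apiece, read by AlphaScreen after 30 min at room temperature.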
HCMV inh: qHTS Assay for inhibitors of the human cytomegalovirus (HCMV). HFF cells, HCMV-luciferase reporter, 72 h; hits give low values. activity change, negative = inhibition, % at 57.5 µM. hit rate 4.5% among 410,000; in the data active = activity change below about -60%; inconclusive = no clear call, values can overlap the other calls; inactive = above about -39%
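HFF cells seeded 16 h at 37C, treated with compounds, infected with luciferase-reporter HCMV at MOI 1 PFU/cell; luciferase read at 72 h post infection, normalized to buffer-only and Salinomycin controls.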
* = called active by the depositor; u = inconclusive; x = not tested or not shown; [ ] = remark or other dose. Unless noted, calls come from the whole dose curve; as a rule, active = well fitted curve in the direction sought with a large enough effect; inconclusive = small, poorly fitted or top-dose-only effect, or another doubt; inactive = no such curve, though single readings can be large; an effect the other way counts as inactive or inconclusive. Unless noted, % is set by controls: 0 for no effect and ±100 for the full control effect.

compound	LmPK inh	Sm TGR inh	TbPYK inhibitor	AmpC detergent	AmpC inh no detg	AMA1 RON2 block	HCMV inh
COc1cccc(CNCCc2ccc3c(c2)OCO3)c1OC	-1%	40µM*	8%	u	-19%	-30%	-22
O=C(O)c1cccc(CSc2nc(-c3ccc(Cl)cc3)cc(C(F)(F)F)n2)c1	5%	15%	-1%	-15%	-31%	17%	-25
Cc1ccccc1CN1CCNC1=O	8%	-4%	-7%	-4%	15%	12%	8
O=c1c2ccccc2ncn1-c1ccc([N+](=O)[O-])cc1Cl	-2%	0%	2%	-5%	-2%	0%	-13
COc1nnc(-c2ccc(N3CCCCC3)c(NC(=O)c3ccccc3)c2)c2ccccc12	x	6%	2%	26%	x	x	-25
O=C(NN=Cc1cc(Cl)ccc1[N+](=O)[O-])c1ccco1	x	x	2%	x	x	20%	18
CCC(C(=O)Nc1cccc(C(=O)O)c1C)c1ccccc1 (centres undefined)	-2%	0%	-5%	-11%	-4%[2.29 µM]	-18%	u
N#CC(=C(O)c1ccc(S(=O)(=O)N(CCCl)CCCl)cc1)c1nc2ccccc2[nH]1	x	x	2%	x	x	56%[activator]	38
Cn1c(SCc2ccc(Cl)cc2Cl)nc(C(F)(F)F)cc1=O	0%	4%	1%	-6%	-3%	11%	4
COc1ccc(CCN(C(=O)C(F)(F)F)C(C(=O)NC2CCCCC2)c2ccc(C)s2)cc1OC (centres undefined)	5%	-6%	2%	-3%	0%	1%	66
COc1ccc(CCNC(=O)c2cc(-c3ccc4c(c3)OCO4)on2)cc1OC	-1%	-21%	3%	u	-21%	1%	21
COC(=O)C(C)Sc1nc2c(cnn2-c2ccc(C)cc2)c(=O)[nH]1 (centres undefined)	-2%	9%	1%	-8%	-27%	-2%	44
O=C(c1ccc2c(c1)OCCO2)N1CCN(c2ccccn2)CC1	1%	13%	-8%	6%	0%	-13%	-29
CC1=NN(C(=O)COc2ccccc2)C(O)(c2ccccc2)C1 (centres undefined)	0%	-4%	-3%	-13%	-27%	70%[activator]	-3
CCOC(=O)C1CCN(Cc2ccc(O)c3ncccc23)CC1	4%	2.8µM*	-4%	-7%	-13%	9.5µM*	u
CNc1cncc(-c2ccc(OC)cc2)n1	x	x	-2%	x	x	-1%	22
O=C(CSc1nc2ccccc2c(=O)[nH]1)N1CCN(c2ccccc2)CC1	2%	-2%	-18%	6%	-29%	-4%	-2
O=[N+]([O-])c1cc(-c2nc(-c3ccccc3)no2)ccc1N1CCCC1	x	-6%	0%	-1%	x	x	-80*
CCCCNS(=O)(=O)c1cccc(NC(=O)[C@@H]2O[C@H](CO)[C@@H](O)[C@H]2O)c1	x	x	-1%	x	x	-1%	1
C[C@H](NC(=O)c1nc[nH]c1C(=O)NC1CCN(C(=O)OC(C)(C)C)CC1)C(=O)OC(C)(C)C	0%	-6%	1%	-8%	15%	38%[activator]	-20
CCOC(=O)C1CCN(S(=O)(=O)c2ccc3c4c(cccc24)C(=O)N3)CC1	6%	6%	0%	3%	-1%	17%	x
COc1ccccc1NC(=S)N1CCC(C(=O)c2ccc(F)cc2)CC1	0%	2%	1%	-1%	-44%	-4%	1
Cc1cc(C)cc(C(=O)OCC(=O)N2CCCCCC2)c1	x	-1%	4%	-7%	-4%	-7%	-14
N#CC1=C(N)C2=CCCC[C@H]2[C@H](c2cccc(F)c2)C1(C#N)C#N	4%	u	-6%	-7%	-40%	3%[11.6 µM]	47
O=C(NCC1CCCO1)c1cccc(S(=O)(=O)Nc2ccc(SC(F)F)cc2)c1 (centres undefined)	x	-1%	5%	5%	-16%	12%[11.6 µM]	0

An excerpt of the results above, for reference:
compound	LmPK inh	Sm TGR inh	TbPYK inhibitor	AmpC detergent	AmpC inh no detg	AMA1 RON2 block	HCMV inh
N#CC1=C(N)C2=CCCC[C@H]2[C@H](c2cccc(F)c2)C1(C#N)C#N	4%	u	-6%	-7%	-40%	3%[11.6 µM]	47
O=C(NCC1CCCO1)c1cccc(S(=O)(=O)Nc2ccc(SC(F)F)cc2)c1 (centres undefined)	x	-1%	5%	5%	-16%	12%[11.6 µM]	0

Other compounds
compound	LmPK inh	Sm TGR inh	TbPYK inhibitor	AmpC detergent	AmpC inh no detg	AMA1 RON2 block	HCMV inh
Cc1cc(C)cc(N2C(=O)CS(=O)(=O)C23C(=O)N(C)c2ccccc23)c1 (centres undefined)	x	u	-13%	-2%	x	x	-4
NC(=O)c1ncn([C@@H]2O[C@H](CNC(=O)[C@H](N)CSCc3ccccc3)[C@@H](O)[C@H]2O)n1	x	x	3%	x	x	7%	1
Cc1cc(/C=N/NC(=O)c2ccsc2)c(C)n1-c1cnccn1	-1%	x	-7%	-3%	-26%	73%[activator]	-35
CN1C(=O)C(CCC(=O)O)NC1=S (centres undefined)	8%	5%	-2%	-1%	-14%	-2%	-12
O=C(Nc1nnc(-c2ccccc2Cl)o1)c1ccc(S(=O)(=O)N2CCCCCC2)cc1	-2%	-1%	0%	u	-34%	u	x
O=C(N1CCC(n2nc(-c3ccccc3)oc2=O)CC1)C1(c2ccc(Cl)cc2)CC1	-3%	-5%	0%	-8%	165%[activator]	-10%	-11
CCCCCCOc1ccc(C2C(=O)N(C3CCCCC3)CC(=O)N2CCCC)cc1 (centres undefined)	x	-1%	7%	11%	x	x	46
COc1ccc(C2CC(=O)c3cc(-c4nc(-c5ccc(C)cc5)cs4)c(=O)[nH]c3C2)cc1 (centres undefined)	x	-35%	-1%	19%	x	x	16
Cc1cc(C)c(/C=N/NC(=O)c2nnn(-c3nonc3N)c2COc2ccc(F)cc2)c(C)c1	-17%	3%	-4%	-3%	u	3%	-2
COc1ncccc1C(=O)NCC(CC(=O)O)c1ccccc1 (centres undefined)	-2%	-3%	-2%	-14%	-16%	-5%	-9
CN1C(=O)CC(N2CCN(CC(=O)N3CCCC3)CC2)C1=O (centres undefined)	0%	-15%	-3%	-9%	-19%	3%	20
COc1ccc(OC)c(S(=O)(=O)NC(=O)C2(C)CCN2C(=O)C2(c3ccc(Cl)cc3)CC2)c1 (centres undefined)	x	x	2%	x	x	-2%	u
COc1cc(/C=N\NC(=O)c2ccc(-c3ccccc3)cc2)ccc1OCC(N)=O	6%	1%	-2%	u	-18%	-5%	-25
O=C(NCc1cccnc1)c1cc2nc(-c3ccc4c(c3)OCO4)cc(C(F)(F)F)n2n1	-2%	3%	3%	-3%	-23%	7%	-3
COc1cc(C)ccc1OCCSc1nc2ccc(NC(=O)c3cccs3)cc2s1	x	4%	-3%	6%	x	x	-37
CNC(C)C#Cc1ccc2oc3cccc(OC)c3c(=O)c2c1 (centres undefined)	-9%	u	-8%	-7%	39%	-1%	12
O=C(CSc1nnc(CNC(=O)c2cccs2)o1)Nc1ccc(F)cc1F	-8%	-17%	-14%	u	-18%	23%	-34
Cc1c(CCC(=O)O)c(=O)oc2cc(OCc3cccc(Cl)c3)ccc12	4%	-9%	0%	-1%	-14%	-2%	x
Cc1cc(Cl)ccc1OCCCC(=O)N1CCCc2ccccc21	2%	-18%	-10%	2%	22%	24%	-26
Cc1ccccc1NC(=O)c1cc2sccc2n1Cc1ccc(F)cc1	x	-1%	-2%	3%	x	x	-14
CCC1(c2ccccc2)NC(=O)N(CC(=O)NC2(C#N)CCCCC2)C1=O (centres undefined)	x	0%	4%	u	-9%	-10%	-5
Cc1ccsc1/C=N/NC(=O)C(=O)NCC(C)C	-1%	0%	-23%	8%	-9%	-8%	21
Cc1cc2cc(CNC(=O)c3ccc(S(=O)(=O)N(C)C)cc3)ccc2n1C	-1%	2%	4%	u	u	-4%	10
Cc1cc(C(=O)N2CCN(C/C=C/c3ccccc3)CC2)no1	5%	-14%	-5%	0%	19%	-10%	-31
COC(=O)c1cccc(NC(=O)Cc2nc(-c3ccccc3)sc2-c2ccc(C)cc2)c1	0%	5%	-1%	-8%	-54%	0%	-20

compound	LmPK inh	Sm TGR inh	TbPYK inhibitor	AmpC detergent	AmpC inh no detg	AMA1 RON2 block	HCMV inh
COC(=O)c1cnn(-c2ccccc2)c1/C=N/NC(=S)Nc1ccccc1	4%	14%	1%	7%	-40%	97%[activator]	-35
COc1ccccc1N1CCN(C(=O)Cc2c(C(=O)O)c(C)cn2C)CC1	x	-4%	0%	2%	x	x	0
COc1cc(OC)cc(C(=O)N[C@H](C(=O)OCC(=O)Nc2ccc(C(C)C)cc2)C(C)C)c1	3%	-24%	-15%	0%	13%	-5%	56
CN1C[C@H](C(=O)NC2(C)OC3(O)[C@@H]4CCCN4C(=O)[C@H](Cc4ccccc4)N3C2=O)CC2c3cccc4[nH]cc(c34)C[C@H]21 (some centres undefined)	x	x	-1%	x	x	-17%	54
CCn1c(COc2ccccc2)nnc1SCC(=O)Nc1cc(C)ccc1OC	7%	-26%	3%	-9%	71%[activator]	-10%	-14
Cc1ccc(S(=O)(=O)CC(=O)Nc2nnc(C(C)(C)C)s2)cc1	-7%	14%	-4%	3%	-30%	11%	-5
CC(C)Nc1nc(Cl)nc(NN(C)c2nc(N(C)C)nc(N(C)C)n2)n1	3%	3%	-13%	-10%	-11%	-4%	u
O=C(NCc1n[nH]c(=S)n1-c1ccccc1)c1ccc(S(=O)(=O)N2CCOCC2)cc1	21%	5%	u	1%	-3%	45%[activator]	-8
Cn1c2ccccc2c2ncn(CCN3CCOCC3)c(=O)c21	1%	0%	-11%	u	0%	0%	100
O=C(Cn1cnc2ccccc2c1=O)OCCCCN1C(=O)c2ccccc2C1=O	8%	-12%[11.4 µM]	-4%	-14%	9%	0%	-26

Screening results as filed in PubChem.
